All columns: NCI-60 one-dose screen, growth in % after 48 h at 10 µM unless noted; 100 = growth as untreated, 0 = no growth, -100 = all killed.
HCT-15 = HCT-15 colon cancer; hit rate 5.2% among 82,000
NCI-H322M = NCI-H322M lung cancer; hit rate 2.7% among 80,000; AID 1794733
HCT-116 = HCT-116 colon cancer | hit rate 7.3% among 82,000 | AID 1794798
NCI-H23 = NCI-H23 lung cancer; hit rate 4% among 80,000
NCI/ADR-RES = NCI/ADR-RES ovarian cells; hit rate 4.4% among 81,000
NCI-H522 = NCI-H522 lung cancer. hit rate 8% among 78,000. AID 1794739
NCI-H460 = NCI-H460 lung cancer | hit rate 6.8% among 82,000 | AID 1794736
COLO 205 = COLO 205 colon cancer; hit rate 7.3% among 79,000; AID 1794742
NCI-H226 = NCI-H226 lung cancer; hit rate 3.5% among 79,000
Starred values were filed as active, the others as inactive; nt = not tested or not shown; & = joins results of further samples. How the source made its calls: active means growth percent below 10; inactive means the rest.

SMILES	HCT-15	NCI-H322M	HCT-116	NCI-H23	NCI/ADR-RES	NCI-H522	NCI-H460	COLO 205	NCI-H226
COc1ccc(-c2c(N)n[nH]c2-c2cc(OC)c(OC)c(OC)c2)cc1	25	44	9.8*	37	-20*	-21*	6.9*	4.5*	83
c1ccc2n[nH]nc2c1	107	105	100	104	108	98	110	108	97
ClCCOCCOc1ccc(Cl)cc1Cl	101	96	85	98	96	92	101	117	101
Cc1nc2ccc(Br)cn2c1-c1nnc(SCc2ccc(F)cc2)o1	80	79	70	75	61	79	65	118	80
COc1cc(-c2nn(-c3cccc(NC(=O)Nc4cc(C(F)(F)F)cc(C(F)(F)F)c4)c3)cc2-c2ccncc2)ccc1Cl	2.6*	26	-44*	-3.3*	1.1*	-34*	-50*	-99*	8.7*
Cc1nn(-c2ccccc2)c(C)c1N=Nc1ccc(Br)cc1	84	89	85	96	101	60	97	103	87
O=c1[nH]c(=S)[nH]cc1Oc1ccc(I)cc1	98	90	106	315	176	90	102	116	98
CC(C)CC(C(=O)O)N1C(=O)CSC1=S (stereo unspecified)	105	102	101	102	110	91	106	110	98
COc1cc2ccc(C(C)=O)c(O)c2cc1OC	96	107	102	96	nt	99	102	115	111
CCNC(=O)N1CCc2c(Cl)c3c(c(OC)c2[C@@H]1[C@H]1OCc2c1ccc(OC)c2OC)OCCO3	26	30	18	33	1.1*	12	9.9*	-11*	60
CCOC(=O)C1=CC2CCOC2O1 (stereo unspecified)	95	57	91	99	99	99	48	110	93
CNC1(C)C2CCC(C2)C1(C)C (stereo unspecified)	105	97	95	101	103	97	115	110	111
NS(=O)(=O)c1ccc(-n2ncc3c(Nc4ccc(Cl)cc4)ncnc32)cc1	82	108	80	93	100	86	98	109	95
C/C=C(\C)C(C(=O)NC1CCCCC1)N(C(=O)C1CCc2cc(F)ccc2O1)c1cccc([N+](=O)[O-])c1 (stereo unspecified)	73	96	68	90	88	77	85	97	76
Cc1c(Cc2ccccc2)c(=O)oc2c(C)c(OCc3nnc(-c4ccccc4)o3)ccc12	114	98	96	96	110	89	103	nt	92
CC(=O)c1c(O)ccc2c(C)cc(=O)oc12	108	97	109	97	97	95	106	108	93
N#Cc1ncc(-c2ccc(C(F)(F)F)cc2)c(NCc2cc(C(F)(F)F)cc(C(F)(F)F)c2)n1	7.7*	70	7.9*	11	25	12	2.1*	-24*	44
CCOC(=O)/C=C/C(=O)[C@H](CC(C)C)NC(=O)[C@H](Cc1ccccc1)NC(=O)OCc1ccccc1	15	103	48	91	90	18	85	67	102
COc1cc2[nH]c(=S)n(-c3ccc(S(=O)(=O)Nc4ccc(Cl)nn4)cc3)c(=O)c2cc1OC	102	109	89	103	105	94	102	115	101
Cc1nnc2c3ccccc3ccn12	108	105	107	107	108	119	113	115	108
CCCN1C2CCC1/C(=C\c1ccccc1)C(=O)/C2=C/c1ccccc1	62	89	67	72	73	61	76	96	78
COc1cc(NC(=O)c2cccc(-c3cc(=O)c4c(O)c(OC)c(OC)cc4o3)c2)cc(OC)c1OC	60	74	45	35	49	41	54	68	7.7*
CC12C(=O)N(c3nccs3)C(=O)C1(C)C1CCC2O1 (stereo unspecified)	113	106	97	103	105	101	112	104	96
C[n+]1c(-c2ccc(NC(=O)c3ccc(C(=O)Nc4ccc(-c5cn6ccccc6[n+]5C)cc4)cc3)cc2)cn2ccccc21	98	97	50	56	111	69	32	39	69
CCOC(=O)CN1C(=O)c2ccc3c4c(ccc(c24)C1=O)C(=O)N(CC(=O)OCC)C3=O	93	nt	103	100	104	96	83	88	104

More entries follow:
SMILES	HCT-15	NCI-H322M	HCT-116	NCI-H23	NCI/ADR-RES	NCI-H522	NCI-H460	COLO 205	NCI-H226
c1ccc(-c2nc3nonc3nc2-c2ccccc2)cc1	68	82	63	52	74	49	63	83	69
COc1cccc2cc(-c3cc4ccccc4[nH]3)c(=O)oc12	86	82	95	94	100	92	99	108	97
C=C(C)[C@@H]1CC[C@]2(C=O)CC[C@]3(C)[C@H](CC[C@@H]4[C@@]5(C)C/C(=C/c6cccnc6)C(=O)C(C)(C)[C@@H]5CC[C@]43C)[C@@H]12	58	100	44	76	79	72	86	96	91
CC(C)CNc1ncnc2n[nH]nc12	102	101	97	113	114	70	105	109	113
CC1CCN(C(=S)SCC(=O)NC(=O)c2ccccc2)CC1	109	105	109	102	105	83	110	104	109
O=S(=O)(Nc1ccc(-c2ccccc2)cc1)c1ccccc1	93	86	84	87	73	76	101	141	97
NS(=O)(=O)c1ccc(C(=O)N=Nc2c(O)[nH]c3ccc(Br)cc23)cc1	96	102	101	94	96	98	110	123	102
CC(C)OCCCNc1ncnc2nc[nH]c12	103	102	102	94	104	91	105	104	86
CC(=O)OCC1OC(n2cnc3c(=S)nc(N)[nH]c32)C(OC(C)=O)C1OC(C)=O (stereo unspecified)	79	77	43	88	78	83	67	120	68
CC(=O)Nc1cccc(-c2cc3ccccc3[nH]2)c1	101	95	91	96	107	80	101	112	85
CC1=NN(c2cccc(Cl)c2)C(=O)/C1=C\c1cn(C(=O)c2ccc(Cl)cc2)c2ccccc12	91	109	100	91	108	101	109	114	87
COc1cccc(Cn2cc3c(c2-c2ccccc2)CCc2cnoc2-3)c1	74	110	75	70	70	62	88	75	80
COc1cc(C(=O)n2nc(N)c3c(C)cc(C)nc32)cc(OC)c1OC	33	89	70	89	61	41	90	68	92
C=CCNC(=S)NCCO	100	104	108	132	127	104	119	122	113
COc1ccc(C2(CO)OC(CO)C(O)C2O)cc1 (stereo unspecified)	112	140	109	101	101	102	115	117	113
CO[C@H]1CC[C@@]2(C)C(=CC[C@H]3[C@@H]4C[C@@H](O)C[C@@]4(C)CC[C@@H]32)C1	99	123	108	92	105	nt	108	95	92
O=C(c1cc2n(n1)CC(c1ccccc1)N2)N1CCCCC1 (stereo unspecified)	102	106	99	105	114	95	107	nt	nt
CCn1c(SCc2ccc(C)cc2)nnc1-c1nn(-c2ccc(Cl)cc2Cl)c(-c2ccc(Cl)cc2)c1C	12	nt	1.7*	3.5*	52	-17*	8.7*	-34*	12
COc1ccc(C(=O)/C=C/Nc2ccc([N+](=O)[O-])cc2Br)cc1OC	93	106	99	94	101	106	110	112	96
CCOC(=O)N1CCOCC1	93	110	105	104	108	nt	107	105	100
CC1=NN(c2cccc(Cl)c2)C(=O)/C1=C/c1ccc2c(c1)Cc1ccccc1-2	95	106	111	104	109	86	111	113	95
CC(C)(C)c1cc(C(=O)Nc2cc3ccccc3cc2C(=O)NCCN)cc(C(C)(C)C)c1	-83*	-78*	-92*	-52*	-62*	-47*	-70*	-81*	-52*
C=C1C(=O)O[C@H]2[C@H]1CC/C(COC(=O)OCCCCCOC(=O)OC/C1=C/CC[C@@]3(C)O[C@H]3[C@H]3OC(=O)C(=C)[C@@H]3CC1)=C\CC[C@@]1(C)O[C@@H]21	-88*	51	-96*	-37*	42	-66*	-20*	-85*	-33*
Cc1ccc(-c2c(Nn3cnnn3)no[n+]2[O-])cc1	75	104	75	96	94	62	86	121	105
CCN(CC)CCCNc1nc2ccccc2c2c(=O)c3cc(Cl)ccc3sc12	36	85	20	86	74	74	8.8*	56	82

The list goes on:
SMILES	HCT-15	NCI-H322M	HCT-116	NCI-H23	NCI/ADR-RES	NCI-H522	NCI-H460	COLO 205	NCI-H226
CCSc1nnc(-c2cnn(CC(O)c3ccccc3)c2N)n1-c1ccccc1 (stereo unspecified)	102	88	92	100	99	82	101	119	94
Cc1ccc2c(Cn3nnc(C(=O)O)c3C)cc(=O)oc2c1	100	90	97	101	96	85	104	117	92
NC1=NC(SCc2ccccc2CCl)c2ncn(Cc3ccccc3CCl)c2N1 (stereo unspecified)	76	81	7.5*	71	69	-92*	81	44	60
c1ccc2c(c1)NCCN2	101	100	107	105	107	95	114	109	102
Nc1ccc2c(c1)C(O)c1ccc(Cl)cc1-2 (stereo unspecified)	108	89	102	101	109	95	111	98	94
Cc1cnc(SCc2ccc(Cl)cc2)nc1N(C)C	100	97	107	98	89	88	110	122	95
COc1ccc(C2=Nc3c(N)nc(SC)nc3NC(c3ccc4c(c3)OCO4)C2)cc1 (stereo unspecified)	78	104	45	71	82	82	91	98	71
CCC(C)c1c(NS(=O)(=O)c2ccc(C)cc2)o[nH]c1=O (stereo unspecified)	97	126	104	96	102	100	114	113	106
O=C1CNC(c2ccccc2O)N1O (stereo unspecified)	103	103	102	100	100	92	108	106	nt
CC(=O)N1c2ccccc2Sc2ccccc21	105	107	97	101	108	134	96	94	97
O=C1C=C(C(O)c2cccc([N+](=O)[O-])c2)C(=O)c2ccccc21 (stereo unspecified)	97	85	99	89	99	96	110	96	105
CCOC(=O)c1cc(C(=O)c2cc(OC)c(OC)c(OC)c2)n2nc(-c3ccc(Cl)cc3)ccc12	111	nt	88	94	96	87	101	120	103
NC(=S)N/N=C/c1ccc2c(n1)C(=O)C(Oc1ccc(F)c(F)c1)=CC2=O	89	98	92	101	103	85	100	nt	nt
Cc1ccc2nc(Nc3nc(C)cc(C)n3)[nH]c2c1	101	102	96	94	101	93	105	103	89
COc1ccc(C/C(C)=C(\c2ccc(Cl)cc2)c2ccc(OCCN3CCCCC3)cc2)cc1	84	97	100	92	108	87	101	95	87
CCOC(=O)C(CC)(CCc1ccccc1[N+](=O)[O-])C(=O)OCC	86	97	75	92	97	80	105	94	88
OCc1ncccc1O	113&98	103&106	108&117	114&110	125&114	112&91	110&106	122&114	89&112
COc1cc(C(=O)Nc2ccc(S(=O)(=O)c3ccc(NC(=O)c4cc(OC)c(OCc5ccccc5)cc4N)cc3)cc2)c(N)cc1OCc1ccccc1	87	84	94	91	86	81	132	84	93
CCC(=O)C(CC)c1cccc(OC)c1 (stereo unspecified)	103	101	104	nt	101	102	107	117	102
Nc1c(O)cccc1C(=O)O	106	99	97	98	103	86	107	106	93

Rewritten as a markdown table: 19 of the compounds above
| Molecule | HCT-15 | NCI-H322M | HCT-116 | NCI-H23 | NCI/ADR-RES | NCI-H522 | NCI-H460 | COLO 205 | NCI-H226 |
| --- | --- | --- | --- | --- | --- | --- | --- | --- | --- |
| Cc1ccc(-c2c(Nn3cnnn3)no[n+]2[O-])cc1 | 75 | 104 | 75 | 96 | 94 | 62 | 86 | 121 | 105 |
| CCN(CC)CCCNc1nc2ccccc2c2c(=O)c3cc(Cl)ccc3sc12 | 36 | 85 | 20 | 86 | 74 | 74 | 8.8* | 56 | 82 |
| CCSc1nnc(-c2cnn(CC(O)c3ccccc3)c2N)n1-c1ccccc1 (stereo unspecified) | 102 | 88 | 92 | 100 | 99 | 82 | 101 | 119 | 94 |
| Cc1ccc2c(Cn3nnc(C(=O)O)c3C)cc(=O)oc2c1 | 100 | 90 | 97 | 101 | 96 | 85 | 104 | 117 | 92 |
| NC1=NC(SCc2ccccc2CCl)c2ncn(Cc3ccccc3CCl)c2N1 (stereo unspecified) | 76 | 81 | 7.5* | 71 | 69 | -92* | 81 | 44 | 60 |
| c1ccc2c(c1)NCCN2 | 101 | 100 | 107 | 105 | 107 | 95 | 114 | 109 | 102 |
| Nc1ccc2c(c1)C(O)c1ccc(Cl)cc1-2 (stereo unspecified) | 108 | 89 | 102 | 101 | 109 | 95 | 111 | 98 | 94 |
| Cc1cnc(SCc2ccc(Cl)cc2)nc1N(C)C | 100 | 97 | 107 | 98 | 89 | 88 | 110 | 122 | 95 |
| COc1ccc(C2=Nc3c(N)nc(SC)nc3NC(c3ccc4c(c3)OCO4)C2)cc1 (stereo unspecified) | 78 | 104 | 45 | 71 | 82 | 82 | 91 | 98 | 71 |
| CCC(C)c1c(NS(=O)(=O)c2ccc(C)cc2)o[nH]c1=O (stereo unspecified) | 97 | 126 | 104 | 96 | 102 | 100 | 114 | 113 | 106 |
| O=C1CNC(c2ccccc2O)N1O (stereo unspecified) | 103 | 103 | 102 | 100 | 100 | 92 | 108 | 106 | nt |
| CC(=O)N1c2ccccc2Sc2ccccc21 | 105 | 107 | 97 | 101 | 108 | 134 | 96 | 94 | 97 |
| O=C1C=C(C(O)c2cccc([N+](=O)[O-])c2)C(=O)c2ccccc21 (stereo unspecified) | 97 | 85 | 99 | 89 | 99 | 96 | 110 | 96 | 105 |
| CCOC(=O)c1cc(C(=O)c2cc(OC)c(OC)c(OC)c2)n2nc(-c3ccc(Cl)cc3)ccc12 | 111 | nt | 88 | 94 | 96 | 87 | 101 | 120 | 103 |
| NC(=S)N/N=C/c1ccc2c(n1)C(=O)C(Oc1ccc(F)c(F)c1)=CC2=O | 89 | 98 | 92 | 101 | 103 | 85 | 100 | nt | nt |
| Cc1ccc2nc(Nc3nc(C)cc(C)n3)[nH]c2c1 | 101 | 102 | 96 | 94 | 101 | 93 | 105 | 103 | 89 |
| COc1ccc(C/C(C)=C(\c2ccc(Cl)cc2)c2ccc(OCCN3CCCCC3)cc2)cc1 | 84 | 97 | 100 | 92 | 108 | 87 | 101 | 95 | 87 |
| CCOC(=O)C(CC)(CCc1ccccc1[N+](=O)[O-])C(=O)OCC | 86 | 97 | 75 | 92 | 97 | 80 | 105 | 94 | 88 |
| OCc1ncccc1O | 113&98 | 103&106 | 108&117 | 114&110 | 125&114 | 112&91 | 110&106 | 122&114 | 89&112 |

High-throughput results (PubChem BioAssay)
